Screening data as filed in PubChem BioAssay.
Growth percent in the NCI-60 one-dose screen (48 h, 10 µM unless noted): 100 = growth as untreated, 0 = no growth, -100 = all killed.
OVCAR-4 – OVCAR-4 ovarian cancer cells | hit rate 3.7% among 80,000 | AID 1794784
OVCAR-5 – OVCAR-5 ovarian cancer. hit rate 2.9% among 82,000. AID 1794783
A498 – A498 renal cancer cells; hit rate 5.4% among 76,000
OVCAR-3 – OVCAR-3 ovarian cancer; hit rate 7% among 79,000
SK-OV-3 – SK-OV-3 ovarian cancer cells. hit rate 3.2% among 80,000
IGROV1 – IGROV1 ovarian cancer; AID 1794786; hit rate 4.7% among 79,000
RXF 393 – RXF 393 renal cancer cells; hit rate 6.9% among 77,000
ACHN – ACHN renal cancer. hit rate 4.9% among 81,000
OVCAR-8 – OVCAR-8 ovarian cancer; hit rate 4.4% among 81,000
* = called active by the depositor; . = not tested or not shown; & = joins results of further samples; [ ] = dose if it differs, or a comment. Rule for the calls: active = growth percent below 10; inactive = the rest.

Every second line gives: OVCAR-4	OVCAR-5	A498	OVCAR-3	SK-OV-3	IGROV1	RXF 393	ACHN	OVCAR-8
CCOC(=O)c1c(N)c(C#N)cn1Cc1ccc(Cl)cc1Cl
→ 79	86	74	.	101	63	63	87	94
COc1ccc(-c2csc(NC(=O)N3CCN(c4cc5c(cc4F)c(=O)c(C(=O)O)cn5C4CC4)CC3)n2)cc1
→ 18	25	-15*	-3.3*	-9.0*	.	34	9.8*	3.7*
Cc1ccc2nc(COc3ccc(NC(=S)NC4CCCCC4)cc3)[nH]c2c1
→ 110	123	153	116	128	120	104	74	89
Cc1nn(-c2cc(=O)[nH]c3ccc(Cl)cc23)c(N)c1C#N
→ 89	99	.	105	102	73	113	99	92
CCOC(=O)c1c2c(n(C)c1CSc1ccccc1)C=CC(=O)C2=O
→ 86	111	123	57	134	100	.	62	101
Nc1c(Br)cc2c([nH]c(=O)c3ccccc32)c1Br
→ 91	98	.	98	97	100	106	85	101
CNc1ccccc1C#N
→ 99	113	91	112	103	110	101	109	.
COc1ccc(C(=O)/C=C/Nc2ccc([N+](=O)[O-])cc2Br)cc1OC
→ 94	87	91	114	96	118	.	97	107
COc1ccc(N=Cc2ccc([N+](=O)[O-])cc2)cc1
→ 106	94	99	99	112	108	118	87	102
O=C1c2ccccc2C(=O)N1CCCN1C(=O)c2ccccc2C1=O
→ 116	123	107	119	105	103	103	.	118
O=C(O)c1ccc(-c2nn(-c3ccc(C(=O)O)cc3)cc2/C=N/Nc2nc(-c3ccc(F)cc3)cs2)cc1
→ 119	106	102	110	88	102	114	101	101
COc1ccc2[nH]c(=O)c(CSc3ccccc3Nc3nccc(-c4ccc(Cl)cc4)n3)cc2c1
→ 38	85	86	40	58	56	-4.4*	31	39
NC(=S)N/N=C/c1ccc2c(n1)C(=O)C(Br)=C(c1ccccc1)C2=O
→ .	107	.	95	.	79	129	95	98
CC1(C)C(=O)C=C(N2CCCCC2)c2ccccc21
→ 78	73	121	99	107	101	93	109	105
CN(C)CCN=C1NC2C(N1)N(C)C(=O)N2C (centres undefined)
→ 97	97	89	104	86	104	105	89	93
Cc1ccc(C(=O)O)c(N)c1O
→ 121	100	100	104	109	100	112	104	109
CCCn1cnc2c(SCc3ccccc3Cl)nc(N)nc21
→ 103	99	99	96	75	84	102	88	81
CCOC(=O)Nc1cccc(Cl)c1
→ .	91	101	107	110	111	105	107	101
OCC(O)C(O)C(O)C(O)C(O)C(/C=N/Nc1ccccc1)=N/Nc1ccccc1 (centres undefined)
→ 96	95	26	103	86	76	104	82	88
Brc1ccccc1Cn1c(-c2cncs2)nc2ccccc21
→ 72	71	72	87	92	87	98	73	79
COc1cccc(-c2cn3nc(-c4c[nH]c5ccccc45)sc3n2)c1
→ 90	88	86	102	88	80	109	97	89
C#CCNC(=O)[C@]1(C)CCC[C@@]2(C)[C@H]1CC=C1C=C(C(C)C)CC[C@@H]12
→ 101	113	102	106	104	99	120	106	113
CCCCCCCCN(CCCCCCCC)CC(O)c1cc(Cl)c(Cl)cc1C (centres undefined)
→ 106	102	83	100	111	97	68	90	97
COc1ccc(NC(=O)c2ccc(Nc3ncnc4c3cnn4-c3cccc(F)c3)cc2)cc1
→ 103	100	57	110	111	109	90	100	99
NC(=O)C(=Cn1c(=S)[nH]c2ccccc21)C(N)=O
→ 99	104	101	104	99	101	97	95	102
N#C/C(=C\c1ccc(-c2ccc(Cl)c(Cl)c2)o1)c1ccccc1
→ 84	90	98	91	83	47	92	72	80
C=C(Br)CN(C(C)=O)C1CCCCC1
→ 99	103	109	108	96	109	116	110	110
O=C(NNC(=O)c1ccc(NC(=O)c2ccccn2)cc1)Nc1ccc([N+](=O)[O-])cc1
→ 108	92	104	109	106	88	100	95	104
CC(C)=C1C=C(C(C)(C)C)C(=O)C(C(C)(C)C)=C1
→ 115	98	95	108	103	108	102	106	96
C/C(=N\Nc1ccc(S(N)(=O)=O)cc1)c1cnn(-c2cc(=O)[nH]c3ccc(C)cc23)c1C
→ 89	100	94	100	101	109	90	96	99

Fetched one by one from the entries so far (4):
Every second line gives: OVCAR-4	OVCAR-5	A498	OVCAR-3	SK-OV-3	IGROV1	RXF 393	ACHN	OVCAR-8
C#CCNC(=O)[C@]1(C)CCC[C@@]2(C)[C@H]1CC=C1C=C(C(C)C)CC[C@@H]12
→ 101	113	102	106	104	99	120	106	113
Cc1ccc2nc(COc3ccc(NC(=S)NC4CCCCC4)cc3)[nH]c2c1
→ 110	123	153	116	128	120	104	74	89
CCCn1cnc2c(SCc3ccccc3Cl)nc(N)nc21
→ 103	99	99	96	75	84	102	88	81
OCC(O)C(O)C(O)C(O)C(O)C(/C=N/Nc1ccccc1)=N/Nc1ccccc1 (centres undefined)
→ 96	95	26	103	86	76	104	82	88

Next section
Every second line gives: OVCAR-4	OVCAR-5	A498	OVCAR-3	SK-OV-3	IGROV1	RXF 393	ACHN	OVCAR-8
Cc1cccc(-c2nc3c(N)nc(N)nc3nc2N)c1
→ 104	79	82	110	90	94	82	108	74
O=C(Nc1ccc(C(F)(F)F)cc1)Nc1nccnc1OCc1ccc(F)cc1
→ 104	100	108	111	90	86	106	100	96
c1ccc(-c2nc(-c3ccc4c(c3)CCO4)[nH]c2-c2ccccc2)cc1
→ 101	106	148	82	106	97	109	110	111
NS(=O)(=O)c1ccc(NC(=O)N2CCN(C(=O)Cc3ccc(Cl)cc3)CC2)cc1
→ 120	104	113	110	99	109	118	105	107
OCCCOCc1ccccc1
→ 101	100	98	94	109	102	98	105	109
Cc1cc(C(=O)N2Cc3ccccc3CC2C(N)=O)c(F)cc1F (centres undefined)
→ 98[50 µM]	98[50 µM]	103[50 µM]	105[50 µM]	83[50 µM]	95[50 µM]	92[50 µM]	102[50 µM]	88[50 µM]
CCN(CC)C(=O)c1ccc2c(c1)OCO2
→ 98	100	79	114	117	118	111	106	97
CCC(=O)c1ccc(O)c(OC)c1
→ 107	107	.	110	122	102	111	103	99
CN(CCN(C)c1ccc(C(=N)N)cc1)c1ccc(C(=N)N)cc1
→ 98	91	71	88	140	26	118	105	107
Nc1cccc2c(=S)c3ccccc3[nH]c12
→ 83	93	65	91	.	87	95	93	94
CC(C)(C)Nc1c(-c2cccnc2)nc2ncccn12
→ 102	100	84	104	97	107	113	96	103
COc1ccc(/C=N/NC(=O)COc2cc(=O)n(C)c3ccccc23)cc1
→ 107	101	110	111	109	103	113	104	102
COc1nccnc1NS(=O)(=O)c1ccc(NC2=C(Cl)C(=O)c3nc(C)ccc3C2=O)cc1
→ 87	112	94	83	91	113	.	109	100
O=C1CCC2CN3CCc4c([nH]c5ccccc45)C3CC2C1 (centres undefined)
→ 102	98	110	103	102	108	104	100	97
C/C(=N\N=C(/C)c1cccc([N+](=O)[O-])c1)c1cccc([N+](=O)[O-])c1
→ 42	98	98	58	.	104	94	99	80
Cc1ccc(N=Nc2ccc(O)c(C)c2)cc1
→ 148	91	93	69	87	74	95	91	88
Nc1cccc(Br)c1
→ 99	100	90	112	105	103	104	100	101
COc1cc(-c2c(-c3ccccc3)[nH]oc(=O)c2=O)c(OC)c2c1OCO2
→ 94	97	64	100	94	101	102	99	103
COc1ccc2c(=O)c(C)c(C(=O)N[C@@H](Cc3ccccc3)C(=O)C(N)=O)oc2c1
→ 99	108	68	111	110	106	96	100	103
C=C(C)[C@@H]1CC[C@]2(C(=O)O)CC[C@]3(C)[C@H](CC[C@@H]4[C@@]5(C)CC[C@H](OC(=O)c6ccccc6C(=O)O)C(C)(C)[C@@H]5CC[C@]43C)[C@@H]12
→ 97	101	94	104	.	73	.	92	93
COc1ccc(/C=N/Nc2ccccc2)cc1
→ 96	85	91	90	105	80	104	69	76
COc1ccc(C(=O)Nc2ccccc2OC)cc1
→ 90	99	166	158	116	72	80	92	88
O=C1C(=O)N(CN2CCN(c3cc(=O)[nH]c4ccc(F)cc34)CC2)c2ccccc21
→ 108	101	86	102	104	94	108	95	114
Cn1cc(-c2nonc2-c2c[nH]c3ccccc23)c2ccccc21
→ 30	26	-13*	-18*	19	24	-3.7*	31	16
c1ccc(N2CCN(c3ccccc3)C2=C2N(c3ccccc3)CCN2c2ccccc2)cc1
→ 111	116	80	110	105	106	103	108	95
CC(=O)NC1CCCCC1
→ 106	95	99	101	105	119	118	107	103
O=S(=O)(c1cccc2ncccc12)N1CCN(c2nccc(-c3c(-c4cccc(F)c4)nc4sccn34)n2)CC1
→ 65	98	.	79	130	48	78	58	73
C=C(C(N)=O)c1cc(Cl)ccc1Cl
→ 88	94	103	107	99	96	107	90	97
CCOC(=O)C1=C(N)Oc2n[nH]c(C)c2C1c1cc(=O)oc2ccc(C)cc12 (centres undefined)
→ 99	106	74	110	97	95	110	95	100
COc1cc(C=O)ccc1OC(C)=O
→ 105	114	109	104	103	107	114	109	101

Complete entries as entered above.
Listed for O=C(Nc1ccc(C(F)(F)F)cc1)Nc1nccnc1OCc1ccc(F)cc1 → OVCAR-4 = 104; OVCAR-5 = 100; A498 = 108; OVCAR-3 = 111; SK-OV-3 = 90; IGROV1 = 86; RXF 393 = 106; ACHN = 100; OVCAR-8 = 96
Listed for CCOC(=O)C1=C(N)Oc2n[nH]c(C)c2C1c1cc(=O)oc2ccc(C)cc12 (centres undefined) → OVCAR-4 = 99; OVCAR-5 = 106; A498 = 74; OVCAR-3 = 110; SK-OV-3 = 97; IGROV1 = 95; RXF 393 = 110; ACHN = 95; OVCAR-8 = 100

(list continues)
Every second line gives: OVCAR-4	OVCAR-5	A498	OVCAR-3	SK-OV-3	IGROV1	RXF 393	ACHN	OVCAR-8
Brc1cc2ccccc2c2ccccc12
→ 94	110	87	113	112	100	.	110	119
Cc1ccc(-c2csc(NC(=O)CSc3nc(-c4ccc(Cl)cc4)c(C#N)c(=O)[nH]3)n2)cc1
→ 111	94	94	112	87	89	109	97	95
CC(=O)C12OC(C)(C)OC1CC1C3CCC4=CC(=O)CC4(C)C3CCC12C (centres undefined)
→ 102	96	107	98	105	92	103	97	110
O=C(N/N=C/c1ccc(B(O)O)o1)c1[nH]c2ccc(Br)cc2c1-c1ccccc1
→ 56	43	77	14	25	52	1.3*	45	14
Nc1nc(Nc2ccccc2)nn1Cc1ccc(F)cc1F
→ 108	109	112	117	109	111	108	113	112
CCCCCCCCCCOc1cc2c(=O)c(C(=O)OCC)c[nH]c2cc1OCC
→ 104&106	86&120	103&121	120&101	99&82	91	42&121	103&95	97&55
CC/C(=C(\c1ccc(O)cc1)c1ccc(OCCN(C)CCN(C)C(=O)CCCCCCCCC(=O)c2c(C)[nH]c(/C=C3\N=C(c4ccc[nH]4)C=C3OC)c2C)cc1)c1ccccc1
→ 70	91	74	84	96	90	81	72	82
CC1(C)OC(=O)C2=C(Nc3c(-c4nc5ccccc5s4)c(Nc4ccccc4)nn3C2c2ccc(Cl)cc2Cl)O1 (centres undefined)
→ 96	99	88	111	95	92	109	95	95
COc1cc(-c2oc(=O)ccc2C#Cc2nccn2C)cc(OC)c1OC
→ 98	82	100	90	136	90	84	92	80
O=C1NN(C(=O)c2ccc(O)cc2)C(c2ccccc2)=N/C1=C/c1ccoc1
→ 107	85	103	90	78	93	86	92	93
CNC(=O)c1cc(-n2ccc3cc(NS(=O)(=O)c4ccc(Cl)c(Cl)c4)ccc32)ccn1
→ 94	105	89	98	106	101	91	96	92
O=[N+]([O-])c1cccc(OCCOc2ccccc2)c1
→ 101	112	113	104	94	108	98	102	120
C#CCO[C@H]1CC(CC#C)(CC#C)C(=O)[C@@H]2[C@H]1[C@H]1C[C@@H]3[C@@]4(C)CCC[C@@](C)(C(=O)OC)[C@@H]4CC[C@@]23C=C1C(C)C
→ 85	92	86	72	96	-64*	102	73	58
CSc1nc2ccc(NC(=O)C3CC4(NC(=O)NC4=O)c4cc(F)ccc4O3)cc2[nH]1 (centres undefined)
→ 97	101	78	109	102	96	111	100	99
CCNC(=O)OCCOC1CCC2(C)C(CCC3C2CCC2(C)C(C(C)CCCC(C)C)CCC32)C1 (centres undefined)
→ 106	100	106	105	99	109	109	99	105
O=C1/C(=C\c2ccccc2)C(Br)c2ccccc21 (centres undefined)
→ 105	108	110	102	102	103	.	113	100
CCOC(=O)c1ccc(N/C=C/C(=O)c2ccc(OC)cc2)cc1
→ 69	69	81	.	97	102	106	87	92
CC(C)CCC(C)(C)O
→ 104	110	96	96	112	104	112	109	105
COC(=O)c1cc(N)nn1C
→ 107	99	97	98	110	100	.	138	99
C[C@@H]1O[C@@H](O[C@@H]2C[C@H](c3ccc4c(c3O)C(=O)C3=C(C4=O)[C@@]4(O)C(=O)C[C@](C)(O)C[C@@]4(O)C=C3)O[C@H](C)[C@H]2O)CC[C@@H]1O[C@H]1C[C@@H](O)[C@H](O)[C@@H](C)O1
→ 87	110	108	98	111	96	113	91	98
O=C1CC(c2ccc3c(c2)OCO3)c2snc(-c3ccc(F)cc3)c2N1 (centres undefined)
→ 97	93	75	87	97	81	83	94	102
COc1ccc(-c2nc(SCC(=O)c3ccccc3)[nH]c(=O)c2C#N)cc1
→ 110	83	81	111	88	103	94	84	94
O=C(C[n+]1ccncc1)c1ccc(I)cc1
→ 114	107	81	106	96	103	108	104	.
CC1(C)N=C(N)N=C(N)N1c1ccc(C(=O)O)cc1
→ 107	99	217	106	104	109	.	97	100
C(=C\c1cn(-c2ccccc2)nc1-c1ccccc1)/c1nnc(-c2c[nH]c3ccccc23)o1
→ 48	93	109	21	92	59	53	40	35
CCOC(=O)c1cccnc1Nc1ccc(NC(=O)Nc2cccc(C(F)(F)F)c2)cc1
→ 71	93	78	.	98	91	107	89	76
COc1cccc2cc(-c3cc4ccccc4[nH]3)/c(=N/C(=O)Nc3ccccc3)oc12
→ 101	94	95	99	.	78	.	90	96
C/C=C(/C)C(=O)OC
→ 114	102	117	113	101	105	103	101	107
Cc1ccc(NC(=O)c2c(Nc3ccccc3)nn3cc(-c4nc5ccccc5s4)c(N)nc23)cc1
→ 106	97	102	109	110	99	109	106	109
CN(Cc1ccccc1)c1nc(Cl)c(C2CC(c3ccc(F)cc3)=NN2c2ccccc2)s1 (centres undefined)
→ 111	112	106	102	92	107	107	109	95
